M4 ag – agonists of human muscarinic M4 receptor (CHRM4); CHO-K1 hM4/Gqi5, Fluo-8 calcium fluorescence; vehicle 0%, full acetylcholine response 100%; 360,000 tested, 0.14% active; activation, % at 3 µM;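 active means activation above the run mean over all test wells plus 3 SD, cut at about 32% in these data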;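 further: peak over basal fluorescence ratio per well then scaled between controls; 0% = DMSO wells and 100% = acetylcholine at EC100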
Target sequence (P08173 whole entry, looked up): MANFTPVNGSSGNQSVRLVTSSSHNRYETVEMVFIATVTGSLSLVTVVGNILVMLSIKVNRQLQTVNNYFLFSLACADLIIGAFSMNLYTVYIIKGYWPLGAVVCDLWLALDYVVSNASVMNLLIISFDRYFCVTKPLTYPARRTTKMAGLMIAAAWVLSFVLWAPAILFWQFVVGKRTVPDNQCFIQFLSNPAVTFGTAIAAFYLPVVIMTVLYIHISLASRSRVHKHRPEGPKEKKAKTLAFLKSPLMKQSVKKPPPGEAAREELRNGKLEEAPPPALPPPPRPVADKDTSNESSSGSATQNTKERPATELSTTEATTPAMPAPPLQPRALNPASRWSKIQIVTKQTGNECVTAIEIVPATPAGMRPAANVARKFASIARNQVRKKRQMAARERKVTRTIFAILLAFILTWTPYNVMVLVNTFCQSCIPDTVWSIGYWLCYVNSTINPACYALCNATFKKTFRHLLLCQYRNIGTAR
CHRM5 PAM – positive allosteric modulators of human muscarinic M5 receptor; CHO-K1 hM5, Fluo-8 calcium, ACh EC20 PAM; 0% = ACh EC20, 100% = ACh EC100; 360,000 tested, 0.3% active; activation, % at 3 µM;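 active means activation above the run cutoff, the mean activation of all test compounds plus 3 SD, cut at about 18% in these data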
Target sequence (P08912 whole entry, looked up): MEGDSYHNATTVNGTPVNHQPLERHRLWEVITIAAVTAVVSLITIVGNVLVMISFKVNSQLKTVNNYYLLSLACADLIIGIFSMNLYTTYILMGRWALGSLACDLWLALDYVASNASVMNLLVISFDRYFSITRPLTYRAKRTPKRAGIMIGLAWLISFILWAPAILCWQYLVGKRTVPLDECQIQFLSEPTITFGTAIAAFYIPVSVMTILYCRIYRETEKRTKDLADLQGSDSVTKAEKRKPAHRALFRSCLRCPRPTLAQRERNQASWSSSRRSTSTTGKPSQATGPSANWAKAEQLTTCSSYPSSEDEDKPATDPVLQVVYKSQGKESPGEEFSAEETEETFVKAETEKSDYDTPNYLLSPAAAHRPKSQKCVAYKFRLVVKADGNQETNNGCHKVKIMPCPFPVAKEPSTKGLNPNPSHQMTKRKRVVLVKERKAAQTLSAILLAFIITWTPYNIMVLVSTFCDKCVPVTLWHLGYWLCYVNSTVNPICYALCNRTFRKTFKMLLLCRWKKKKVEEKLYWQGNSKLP
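system = human M5 receptor in CHO-K1 cells | compound = one concentration, 3 µM final (nominal) | schedule = Post-acetylcholine fluorescence recording 140 s | signal = Fluo-8 calcium dye fluorescence, kinetic read | benchmarks = low control EC20 acetylcholine (0%), high control EC100 acetylcholine (100%) | repeats = singlicate, one well per test compound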
CHRM4 antagonist – blocks acetylcholine activation of human M4 receptor | P08173 | CHO-hM4 cells, ACh EC80, Fluo-8 calcium fluorescence | inhibition, % at 3 µM | 360,000 tested, 0.73% active | AID 624125;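 active means inhibition above its plate's cutoff, the mean inhibition of sample wells plus 3 SD, cut at about 27% in these data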;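 further: 0% = acetylcholine EC80 with DMSO and 100% = DMSO without agonist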
M1 ag parental – nonselective activator or artifact in parental CHO-K1 cells. Fluo-8 calcium fluorescence; scaled to maximal ATP response, vehicle zero. activation, % at 3 µM. 360,000 tested, 0.48% active. AID 602248; in the data active means activation above about 15%;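 further: untransfected CHO-K1 host cells lacking M1 receptor as counterscreen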
CHRM5 antagonist – CHRM5 antagonism in calcium assay; P08912; CHO-hM5 cells, Fluo-8 calcium fluorescence, ACh EC80; inhibition, % at 3 µM; 360,000 tested, 0.59% active; AID 624040;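 active means inhibition above a per-plate cutoff, the mean of that plate's test compounds plus 3 SD, cut at about 27% in these data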;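 further: 0% = acetylcholine EC80 with DMSO and 100% = DMSO without agonist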
M5 ag – agonists of human muscarinic M5 receptor (CHRM5); P08912; activation, % at 3 µM; CHO-K1 hM5 cells, Fluo-8 calcium fluorescence; 0% DMSO wells, 100% maximal acetylcholine response; 360,000 tested, 0.19% active;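 active means activation above the run's mean over test compounds plus 3 SD, cut at about 23% in these data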;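 further: signal is peak over basal fluorescence ratio across the kinetic read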
CHO-K1 Ca antag – counter-screen for M1 antagonists: effect in parental CHO-K1 cells | inhibition, % at 3 µM | ATP-induced calcium, Fluo-8 fluorescence | AID 602250 | 360,000 tested, 0.6% active;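 active means inhibition above a per-plate cutoff, the plate's mean sample inhibition plus 3 SD, cut at about 24% in these data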;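 further: 0% = DMSO plus EC80 ATP and 100% = DMSO alone without ATP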
CHRM4 PAM – positive allosteric modulators of human muscarinic M4 receptor; CHO-K1 hM4/Gqi5, Fluo-8 calcium fluorescence, ACh EC20; 0% = ACh EC20, 100% = maximal ACh; P08173; 360,000 tested, 0.4% active; activation, % at 3 µM;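 active means activation above its plate's cutoff, the mean activation of sample wells plus 3 SD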; further: some results filed as inactive read as strong as hits
M1 PAM parental – counter-screen for M1 PAMs: effect in parental CHO-K1 cells | ATP EC20, Fluo-8 calcium fluorescence; 0% at ATP EC20, 100% at ATP max | activation, % at 3 µM | AID 602247 | 360,000 tested, 0.02% active;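 active means activation above the run cutoff, the mean activation of all test compounds plus 3 SD, cut at about 40% in these data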;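 further: peak over basal fluorescence ratio in a 140 s read after ATP addition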
* = called active by the depositor; / = no result given.

SMILES	M4 ag	CHRM5 PAM	CHRM4 antagonist	M1 ag parental	CHRM5 antagonist	M5 ag	CHO-K1 Ca antag	CHRM4 PAM	M1 PAM parental
CCCCCn1c(CN2CC(C)OC(C)C2)nc2c1c(=O)n(C)c(=O)n2C (configuration not stated)	0	-3	-21	-0.1	0	2	24*	0	-8
CCn1c(SCC(=O)N/N=C/c2c[nH]c3ccccc23)nnc1-c1ccc(C)cc1	0	-1	-9	-0.1	5	-2	-8	1	9
CC(C)Nc1c(N)c(=O)oc2ccccc12	0	-4	-7	0.5	8	-5	-9	2	5
O=C(O)CCCNC(=O)CCCNC(=O)C(c1ccccc1)c1ccccc1	1	7	-4	0.2	-5	-1	-12	6	20
CC(=O)OC[C@@H]1CN(Cc2ccccc2)C[C@H](n2cnc3c(N4CCN(c5ccccc5)CC4)ncnc32)O1	7	-3	-10	0.9	5	0	1	-9	0
COc1ccccc1C(=O)NCCC(=O)N(C)CC(=O)Nc1c(Cl)cccc1Cl	1	-4	-13	0.5	5	-1	0	13	13
CCCOC(=O)/C(=C\c1ccc([N+](=O)[O-])o1)NC(=O)c1ccccc1	1	-7	2	0.7	9	-4	-12	2	9
Cc1ccnc(SCC(=O)N2CCCc3ccccc32)n1	1	7	-1	2.2	6	-2	-20	-1	27
Cc1ccc(C)c(S(=O)(=O)NCc2ccc(C(=O)N3CCN(c4ccccc4)CC3)cc2)c1	12	1	-18	2.2	-2	-2	-2	4	7
O=C(NC1CCCCC1)C(c1cc2ccccc2o1)N1CCOCC1 (configuration not stated)	1	4	-5	0.4	8	3	-14	5	14
Cc1onc(-c2c(Cl)cccc2Cl)c1C(=O)Nn1cnnc1	0	0	-7	-0.7	-13	-7	1	3	-2
COc1cc(-n2nc(C)c3c2OC(N)=C(C#N)C3c2ccccc2)c(Cl)c(Br)c1O (configuration not stated)	0	2	3	0.5	-6	-2	-9	13	15
COc1ccc(Cl)cc1NC(=S)N1CCN(c2ccccn2)CC1	3	-2	-8	1.3	-2	-2	-16	2	14
Cc1cccc(C2C3=C(CCCC3=O)N=C3c4ccccc4C(=O)C32)c1 (configuration not stated)	1	5	6	0.7	-1	-1	2	-14	11
Cn1c(N)c(-c2nc3cccnc3n2C)sc1=S	0	-3	13	0.1	2	-2	8	-5	-11
CCN(CC(=O)Nc1c(F)cccc1F)C(=O)C1(c2ccccc2)CC1	0	1	-1	8.8	0	-3	15	-3	9
C=C[C@H](Cc1ccccc1)N(Cc1ccccc1)S(=O)(=O)N(Cc1ccccc1)[C@H](C=C)Cc1ccccc1	1	5	1	0.7	10	3	-20	13	17
COc1ccccc1NC(=O)CCSc1nc(C)cc(C)n1	0	0	0	0.2	8	-4	3	0	-9
COc1ccc([N+](=O)[O-])cc1NCC(=O)Nc1cc(S(=O)(=O)N2CCCCC2)ccc1C	1	-3	0	0.4	18	0	-8	4	0
COc1ccccc1N1CCN(C(=O)c2cc(-c3ccc(F)cc3)[nH]c2C)CC1	10	-4	-6	6.5	20	-2	-12	-5	13
CCOC(=O)NS(=O)(=O)c1ccc(CCNC(=O)c2cc(C)on2)cc1	1	2	-5	0.2	-11	-2	-9	22	11
Cc1ccc(O)c(CNc2cccc3cccnc23)c1	0	-2	1	0.2	14	-2	-13	9	20
CC12CCC(C(=O)N3CCN(C(c4ccccc4)c4ccccc4)CC3)(OC1=O)C2(C)C (configuration not stated)	-1	-2	13	0.5	1	-2	-7	8	6
O=C(COC(=O)C12CC3CC(CC(O)(C3)C1)C2)Nc1ccc(Cl)c(S(=O)(=O)N2CCOCC2)c1	3	1	8	0.7	2	2	-8	2	0
COc1ccc(NC(=O)CSc2ccc3nnc(-c4ccccn4)n3n2)cc1	1	-3	4	0.1	6	-2	-1	-1	13
O=C(CN1C(=O)NC(CCc2ccccc2)C1=O)Nc1cccc(Br)c1 (configuration not stated)	3	1	0	1.7	6	0	-12	12	12
O=C(COc1cccnc1[N+](=O)[O-])Nc1cccc(S(=O)(=O)N2CCOCC2)c1	2	0	-5	0.3	5	-3	-1	3	12
CC(=O)c1ccc(S(=O)(=O)N2CCN(CC#N)CC2)cc1	1	5	7	0.7	-1	-4	-10	6	11
O=S(=O)(Nc1ccccn1)c1ccc(Cl)c2ccccc12	1	5	4	0.3	8	-5	5	6	12
CN(C(=O)c1ccccc1Cl)C1CCCCC1	0	-2	14	-0.1	15	-3	22	-11	-9
CCOC(=O)C1=C(C)N=C2SC=C(C)N2C1c1ccc(OC)cc1 (configuration not stated)	0	6	4	-0.1	4	-17	-14	-2	22
O=C(C1CCN(c2ncnc3c2sc2cccc(F)c23)CC1)N1CCOCC1	6	-6	0	3.5	1	8	1	-8	9
Cc1cccc(C)c1OCC(O)CN1CCN(c2ccccc2)CC1 (configuration not stated)	18	1	-19	3.1	-5	-6	-25	6	24
C=CCn1c(C)nnc1SCC(=O)N1CCN(S(=O)(=O)c2ccccc2)CC1	0	2	-1	0.4	-2	-4	-10	-3	8
Cc1nc2c(-c3ccc(F)cc3)c(C)nn2c(C)c1CCC(=O)N1CCOCC1	1	-1	4	-0.2	-1	2	4	-3	10
O=c1ccc(/C=C/c2ccccc2)nn1Cc1ccccc1	1	6	-2	3.3	-7	-3	-8	1	25
Cn1c(=O)oc2cc(S(=O)(=O)N3CCC(C(=O)NCC4COc5ccccc5O4)CC3)ccc21 (configuration not stated)	0	0	16	1.1	0	1	-8	-8	23
CN(C(=O)c1ccccc1Cl)c1ccccc1	1	3	15	-0.1	-8	-1	-2	4	-8
Cc1cc(=O)[nH]c(SCC(=O)NCC2CCCO2)n1 (configuration not stated)	1	2	6	0.2	-7	-1	-11	7	2
COc1ccc(C2CC(c3cccs3)=NN2C(=O)c2ccccc2)cc1OC (configuration not stated)	1	-4	2	1.1	1	1	-17	-2	-3
CC(=N)c1c(O)cc(C)oc1=O	0	6	2	1.0	12	-1	-15	5	13
COC(=O)c1ccc(-c2ccc([C@H]3[C@H]4C=CC[C@@H](C)[C@@H]4C(=O)N3Cc3ccccc3)c(F)c2)cc1	3	5	-12	-0.4	9	2	7	11	-25
CCN(CC(=O)Nc1ccc(NC(C)=O)cc1)C(=O)c1ccccc1SCC(=O)N1CCCC1	1	-14	0	0.6	17	-2	-11	3	9
Cc1cccnc1NC(=O)c1ccc2c(c1)NC(=O)C(C)S2 (configuration not stated)	0	-5	5	0.7	1	-2	-1	-6	7
CCCCn1c(=N)c(S(=O)(=O)c2ccc(Br)cc2)cc2c(=O)n3cccc(C)c3nc21	0	4	7	1.1	1	-2	-10	-2	17
CCOc1ccc(Nc2cc(C)nc3c(C)cccc23)cc1	1	20*	-2	0.3	-11	0	-6	-4	20
Cc1nc(Cl)c2c(n1)NC1=C(O2)C(=O)CCC1	1	6	6	0.8	-9	2	-7	-4	10
COCCNC(=S)Nc1ccc2nc(N3CCCC3)cc(C)c2c1	1	0	1	2.1	-4	-2	-8	2	23
CC(C(=O)NC1CCCC1)n1c(-c2ccccn2)nc2ccccc21 (configuration not stated)	1	-3	-12	/	12	-3	/	9	/
COC1=CC(=O)OC(c2cccc(OC)c2)C1 (configuration not stated)	1	-2	-1	/	10	2	/	8	/

(list continues)
SMILES	M4 ag	CHRM5 PAM	CHRM4 antagonist	M1 ag parental	CHRM5 antagonist	M5 ag	CHO-K1 Ca antag	CHRM4 PAM	M1 PAM parental
COc1ccc(CNc2ccc(Cl)cc2)cc1Cn1ccnc1	7	-4	-8	3.9	2	-3	7	-9	18
CC(=O)Oc1cccc(C(=O)Nc2c[nH]c(=O)[nH]c2=O)c1	0	5	-1	-0.1	-4	2	-2	4	16
CS(=O)(=O)c1ccc(Cl)c(NC(=O)Cc2ccccc2F)c1	1	0	-3	0.1	-11	-4	5	-1	-14
Nn1c(SCC(=O)Nc2ccc(N3CCOCC3)cc2)nnc1-c1ccccc1F	1	-4	3	0.2	14	2	-4	-1	-8
CO[C@H]1CC[C@@]2(C)[C@@H](CC[C@@H]3[C@@H]2CC[C@@]2(C)[C@H]3C[C@H](C(=O)N[C@@H](CCCN=C(N)N)C(=O)NCC(=O)N[C@@H](CC(=O)O)C(N)=O)O[C@]23CCCO3)C1	2	-2	-13	2.2	-6	2	-8	5	13
O=C(c1ccccc1F)N1CCN(Cc2cccc(Cl)c2)CC1	0	-7	-5	0.5	3	-4	-9	8	13
O=C(COC(=O)c1ccc(Cl)nc1)Nc1ccc2c(c1)OCCO2	0	8	5	-0.2	-4	-2	-9	-3	9
COC(=O)C1=COC(C)C2CN3CCc4c([nH]c5ccccc45)C3CC12 (configuration not stated)	1	-6	17	0.0	5	-1	3	-10	-11
COc1cc(C(=S)N2CCC(C(N)=O)CC2)ccc1O	1	-2	-5	-0.7	-10	-4	21	-1	-6
CSc1cccc(-n2ccc(=O)c(C)c2C)c1	0	-3	2	2.3	4	-3	-14	-8	1

Quoted at random: five entries already listed, in no set order.
SMILES	M4 ag	CHRM5 PAM	CHRM4 antagonist	M1 ag parental	CHRM5 antagonist	M5 ag	CHO-K1 Ca antag	CHRM4 PAM	M1 PAM parental
CCn1c(SCC(=O)N/N=C/c2c[nH]c3ccccc23)nnc1-c1ccc(C)cc1	0	-1	-9	-0.1	5	-2	-8	1	9
CSc1cccc(-n2ccc(=O)c(C)c2C)c1	0	-3	2	2.3	4	-3	-14	-8	1
COC1=CC(=O)OC(c2cccc(OC)c2)C1 (configuration not stated)	1	-2	-1	/	10	2	/	8	/
COc1ccccc1C(=O)NCCC(=O)N(C)CC(=O)Nc1c(Cl)cccc1Cl	1	-4	-13	0.5	5	-1	0	13	13
COc1cc(-n2nc(C)c3c2OC(N)=C(C#N)C3c2ccccc2)c(Cl)c(Br)c1O (configuration not stated)	0	2	3	0.5	-6	-2	-9	13	15

Next part:
SMILES	M4 ag	CHRM5 PAM	CHRM4 antagonist	M1 ag parental	CHRM5 antagonist	M5 ag	CHO-K1 Ca antag	CHRM4 PAM	M1 PAM parental
CC(=O)Nc1ccc(OCC(O)Cn2nc(C)c(Br)c2C)cc1 (configuration not stated)	4	-2	-2	0.8	14	-3	-15	-1	15
CCCCNC(=S)N/N=C/c1ccc(C)s1	-3	-4	-22	0.3	-4	-7	-5	3	19
CCNC(=O)Cn1cc(C(F)(F)F)cc(Cl)c1=O	1	-7	0	0.4	16	-7	-7	11	0
Cn1nnnc1SCc1ccc(CSc2nnnn2C)cc1	1	-6	-1	0.9	3	-2	-4	-6	18
Cc1ccc2c(c1)c1c3n2CCN(CCC#N)C3CCC1 (configuration not stated)	1	-5	-7	0.8	3	0	-21	3	12
CCCCc1c(-c2ccccc2Br)ncn1CCc1ccccc1OC	10	-21	14	5.8	10	0	3	-10	4
CCOc1ccc2ccccc2c1CNc1nnnn1CC	-1	-3	6	1.0	14	-4	-13	-13	20
O=C1/C(=C/C=C/c2ccco2)SC(=S)N1NS(=O)(=O)c1ccccc1	2	8	-2	0.7	-11	3	-3	17	-3
CCN(CC(=O)N1CCCC1)S(=O)(=O)c1cc(C)ccc1OC	0	-4	2	0.6	-10	7	-3	-3	16
CN(C)CCCNc1ccc(-c2n[nH]c(=O)c3ccccc23)cc1[N+](=O)[O-]	0	13	-7	-0.2	-4	-5	-7	1	17
Cc1nc(-c2cccc(S(=O)(=O)N3CC(C)OC(C)C3)c2)cs1 (configuration not stated)	1	-1	1	0.6	5	-1	-2	1	12
CCOc1ccccc1NC(=O)CCS(=O)(=O)c1ccc2c(c1)CC(C)N2C(C)=O (configuration not stated)	2	3	-1	0.9	3	2	-4	-4	-5
CCc1cccc2c(C(=O)CN3C(=O)NC4(CCCCC4)C3=O)c[nH]c12	4	-7	-11	2.9	12	-2	-7	7	21

Screens as filed in PubChem.
